MrgX1 allo act: human MrgX1 positive allosteric modulation, primary screen; Q96LB2; MrgX1-HEK293, Fluo-4 calcium flux, FDSS; active compounds read high; B-score at 10 µM; 0.63% of 310,000 active; AID 588675;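 active means plate-corrected calcium response at least 3 library SD above typical, normal starting fluorescence, not activating the receptor alone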;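 further: compound read alongside a low EC10 to EC30 dose of BAM8-22 agonist; peak minus trough fluorescence over baseline measured at the second addition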
TRPC6 inhibitor: inhibitors of mouse TRPC6 channel | Q61143 | 1.1% of 310,000 active | HEK293-TRPC6, membrane potential dye, ACh-evoked depolarization; active compounds read low | B-score at 10 µM | AID 2553;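 active means B-score under library mean minus 3 SD, initial fluorescence not abnormally high, positive integrated signal ratio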;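 further: B-score derived from integrated fluorescence ratio over the kinetic read; more negative B-score means stronger inhibition of depolarization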
Target sequence (Q61143 whole entry, looked up): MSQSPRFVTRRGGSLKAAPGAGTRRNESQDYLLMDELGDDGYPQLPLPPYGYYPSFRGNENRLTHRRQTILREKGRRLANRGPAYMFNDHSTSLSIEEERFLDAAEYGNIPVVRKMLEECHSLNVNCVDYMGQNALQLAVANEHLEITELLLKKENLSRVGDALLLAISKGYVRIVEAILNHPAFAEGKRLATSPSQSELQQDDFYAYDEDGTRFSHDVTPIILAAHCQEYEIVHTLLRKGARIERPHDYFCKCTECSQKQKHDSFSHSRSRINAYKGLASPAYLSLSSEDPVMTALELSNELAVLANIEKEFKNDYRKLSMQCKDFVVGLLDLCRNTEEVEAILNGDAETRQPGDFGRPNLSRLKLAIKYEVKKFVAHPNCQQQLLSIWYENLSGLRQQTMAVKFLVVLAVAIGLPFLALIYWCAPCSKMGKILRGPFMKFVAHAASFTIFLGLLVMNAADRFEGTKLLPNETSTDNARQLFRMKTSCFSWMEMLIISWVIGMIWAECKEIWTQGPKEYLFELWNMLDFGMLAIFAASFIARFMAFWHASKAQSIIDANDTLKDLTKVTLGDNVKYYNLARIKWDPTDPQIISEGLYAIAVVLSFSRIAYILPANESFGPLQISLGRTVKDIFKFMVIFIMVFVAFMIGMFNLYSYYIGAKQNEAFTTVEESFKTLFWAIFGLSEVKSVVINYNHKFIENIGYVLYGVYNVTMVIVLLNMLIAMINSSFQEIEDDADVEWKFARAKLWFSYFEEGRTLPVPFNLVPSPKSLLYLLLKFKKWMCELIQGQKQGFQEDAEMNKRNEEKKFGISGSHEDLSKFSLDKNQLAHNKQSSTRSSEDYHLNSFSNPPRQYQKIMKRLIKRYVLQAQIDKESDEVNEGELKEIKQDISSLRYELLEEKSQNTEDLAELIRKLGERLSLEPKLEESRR
TRPC4 block: inhibitors of mouse TRPC4 channel | HEK293 TRPC4beta/mu-opioid, DAMGO-evoked Fluo4 calcium flux; active compounds read low | B-score at 10 µM | AID 2247 | 0.39% of 300,000 active;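 active means B-score over 3 SD under the library average, no early fluorescence shift, positive overall ratio signal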
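test system = HEK293 cells with stable TRPC4beta plus mu-opioid receptor expression | detection = Fluo4 Ca2+ flux fluorescence | read-out = integrated fluorescence ratio relative to baseline, converted to per-well B score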
MrgX1 antagonist: human MrgX1 receptor antagonism, primary screen | B-score at 10 µM | Q96LB2 | 1.3% of 310,000 active | MRGX1-HEK293 calcium flux, Fluo-4, BAM8-22 antagonism; active compounds read low;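 active means calcium-response B-score plate-corrected more than 3 library SD below zero, starting fluorescence within 5 deviations, no agonist response on first addition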;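 further: peak minus trough fluorescence over baseline after final BAM8-22 challenge near maximal dose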
HIF activator: HIF pathway transcriptional activation; U2OS HRE-luciferase reporter, luminescence; normalized: DMSO 0%, desferrioxamine 100%; activation, % at 7.5 µM (by protocol); 0.32% of 300,000 active;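 active means mean activation of at least 10% of the iron chelator positive control signal, with at least half of replicates also reaching 10%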
RGS4 pot: RGS4 potentiation or activation; HEK293 M3R/inducible RGS4, carbachol calcium flux Fluo4; active compounds read low; B-score at 10 µM; 0.92% of 310,000 active; AID 463111;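 active means B-score of the integrated calcium signal more than 4 SD below the library mean, with starting fluorescence not abnormally high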;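 further: negative B-score means reduced calcium response which marks RGS4 activation or potentiation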
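Assay system: HEK293 FlpIn-TREx cells, stable M3R, doxycycline-inducible RGS4 / Probe or stimulus: carbachol, ECmax concentration / Times: overnight RGS4 induction, 30 min dye load 37 °C, 20 min compound RT / Signal: kinetic calcium fluorescence imaging with Fluo4-AM dye, 2 µM / Measure: Agonist-evoked peak-minus-minimum fluorescence over baseline, integrated ratio, B score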
SKKanGAS inh: inhibitors of SKKanGAS S. pyogenes growth in kanamycin (SK-promoter or general growth effect); inhibition, % at 7.5 µM; AID 1662; BacTiter-Glo, 6 h; 1.3% of 300,000 active;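 active means mean replicate score, as percent of positive control median, at least 50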;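 further: strain carries kanamycin resistance gene driven by streptokinase promoter and grows in 40 µg/ml kanamycin; loss of luminescence reflects streptokinase promoter inhibition or plain growth inhibition; 0% = median of DMSO wells and 100% = positive control at its reference dose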
MrgX1 agonist: activates human MrgX1 receptor signaling; Q96LB2; MrgX1-HEK293 cells, Fluo-4 calcium fluorescence, agonist mode; active compounds read high; B-score at 10 µM; 0.44% of 310,000 active; AID 588627;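 active means calcium response B-score plate-corrected fluorescence ratio at least 3 library SD, with starting fluorescence B-score inside 5 SD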
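Test system: Stable human MrgX1 HEK293 cell line | Schedule: Overnight plating before 1 h dye loading | Read-out basis: Baseline-normalised fluorescence change ratio, B-scored | Detection: Kinetic calcium dye fluorescence, Fluo-4 NW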
RGS4 inh: human RGS4 inhibition | P49798 | AID 463165 | B-score at 10 µM | HEK293 M3R/RGS4 inducible, Fluo-4 calcium flux; active compounds read high; triggered by carbachol at its EC20 | 0.45% of 310,000 active;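 active means B-score, a plate-corrected calcium signal, over three deviations above library mean, with baseline fluorescence within five deviations of library mean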;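 further: RGS4 expression induced by doxycycline in cells with stable M3 receptor; B-score is computed from the integrated fluorescence ratio over baseline after carbachol; higher B-score means a larger calcium signal and so more RGS4 inhibition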
Target sequence (P49798 whole entry, looked up): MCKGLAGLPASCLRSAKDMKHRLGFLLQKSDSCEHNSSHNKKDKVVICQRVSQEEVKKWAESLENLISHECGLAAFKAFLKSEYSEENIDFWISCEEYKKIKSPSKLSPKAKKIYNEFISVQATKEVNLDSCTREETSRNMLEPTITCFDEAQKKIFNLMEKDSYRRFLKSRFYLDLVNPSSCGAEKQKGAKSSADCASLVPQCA
TRPC6 act: mouse TRPC6 channel activation; B-score at 10 µM; Q61143; AID 2550; 0.13% of 310,000 active; HEK293-TRPC6 membrane potential dye fluorescence; active compounds read high;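 active means B-score of the integrated fluorescence ratio above library mean plus 3 SD, and starting fluorescence ratio within library mean plus 5 SD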;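 further: higher score means more depolarization so channel activation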
Platelet DG rel: platelet dense granule release activity | 0.22% of 300,000 active | AID 1663 | inhibition, %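 (compounds screened at 7.5 µM in platelet-rich plasma)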 | human platelet-rich plasma, SFLLRN dense granule ATP release, luminescence;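 active means mean replicate score, as percent of positive control, at or above 50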
Starred values were filed as active, the others as inactive; i = inactive; . = not tested or not shown.

SMILES	MrgX1 allo act	TRPC6 inhibitor	TRPC4 block	MrgX1 antagonist	HIF activator	RGS4 pot	SKKanGAS inh	MrgX1 agonist	RGS4 inh	TRPC6 act	Platelet DG rel
CCN(CC)S(=O)(=O)c1ccc(N2CCOCC2)c(NC(=O)c2ccc(N3CCCC3=O)cc2)c1	i	i	i	i	-0.3	i	-3	i	i	i	-2
CC(C)(C)c1cc(C(=S)N2CCCC2)cc(C(C)(C)C)c1O	i	i	i	i	-28	i	9	i	i	i	1
Cn1nnnc1SCSc1nnnn1C	i	i	i	i	0.1	i	-3	i	i	i	2
CC(C)c1ccc(N(CC(=O)NCc2ccc(F)cc2)C(=O)c2csnn2)cc1	i	i	i	i	3.3	i	21	i	i	i	1
COc1ccc2nc(NNC(=O)C3COc4ccccc4O3)sc2c1 (centres undefined)	i	i	i	i	0.2	i	0	i	i	i	2
CC/C(=N\NC(=O)c1ccoc1C)c1ccc(C)o1	i	i	i	i	1.3	i	-2	i	i	i	0
Clc1ccc(N=C2SCC3CCCCN23)cc1 (centres undefined)	i	i	i	i	3.6	i	2	i	i	i	-4
Cc1cc(C)cc(NC(=O)Nc2c(Br)cnn2C)c1	i	i	i	i	-0.8	i	1	i	i	i	1
COC(=O)c1c(NC(C)=O)sc2c1CCCCC2	i	i	i	i	0.1	i	9	i	i	i	-4
Cc1ccc2cc(CN(CC(C)C)C(=O)C3CCCO3)c(=O)[nH]c2c1 (centres undefined)	i	i	i	i	0.5	i	-3	i	i	i	1
CCN(C(=O)c1c(C)cc(=O)oc1C)c1ccc2c(c1)OCO2	i	i	i	i	-0.1	i	-8	i	i	i	-5
C/C(Cl)=C\COc1cc(C)nc2c(Br)cccc12	i	i	i	i	0.0	i	19	i	i	i	3
Cn1c(SCC(=O)Nc2ccc3c(c2)n(C)c(=O)n3C)nnc1-c1ccncc1	i	i	i	i	-0.2	i	3	i	i	i	3
O=C(CN1CCN(S(=O)(=O)c2ccccc2[N+](=O)[O-])CC1)NC(=O)NCc1ccco1	i	i	i	i	-0.3	i	-4	i	i	i	-1
Cc1nn(C)cc1S(=O)(=O)N1CCCC(C(=O)O)C1 (centres undefined)	i	i	i	i	-0.1	i	4	i	i	i	3
Cc1c(C(c2ccc([N+](=O)[O-])cc2)c2c(C)n(C)n(-c3ccccc3)c2=O)c(=O)n(-c2ccccc2)n1C	i	i	i	i	-0.2	i	5	i	i	i	10
Cc1cc(-c2cccs2)nc(-n2cccc2)n1	i	i	i	i	2.3	i	-1	i	i	i	-2
O=C(N/N=C/c1ccc(Br)o1)/C(=C/c1ccc([N+](=O)[O-])cc1)NC(=O)c1ccccc1	i	i	i	i	.	i	4	i	i	i	4
O=C(Nc1cccc(NC(=O)c2ccc(-c3cccc(Br)c3)o2)c1)c1ccco1	i	i	i	i	1.8	-8.9*	41	i	i	i	-4
CCN(CC)c1ccc(/C=N/N2C(=O)c3ccccc3C2=O)cc1	i	i	i	i	0.0	i	1	i	i	i	-3
O=C(/C=C/c1cccc(F)c1)Nc1nccs1	i	i	i	-6.3*	1.4	i	1	i	i	i	-1
COc1ccc(OC(=O)COc2ccc(Cl)cc2)cc1	i	i	i	i	1.1	i	-6	i	i	i	4
COc1ccc(NS(=O)(=O)c2ccc(C)c(C(=O)NC3CCN(Cc4ccccc4)CC3)c2)cc1	i	i	i	i	0.2	i	-1	i	i	i	15
CCOc1ccc(NC(=O)COn2nnc3ccc(S(=O)(=O)N4CCOCC4)cc32)cc1	i	i	i	i	-0.2	i	18	i	i	i	0
COc1cccc(-c2ccc(C#N)c(OC(=O)c3ccc(Cl)cc3)n2)c1	i	i	i	i	-0.3	i	-1	i	i	i	1
C/C(=N\Nc1nc2ccccc2nc1C)c1ccccc1O	i	i	i	i	0.9	i	13	i	i	i	13
COc1ccccc1Cn1c(=S)[nH]c2ccc(F)cc2c1=O	i	i	i	i	-0.4	i	3	i	i	i	-4
O=C(COC(=O)C1C2CC3OC(=O)C1C3C2)Nc1ccc(Br)cc1 (centres undefined)	i	i	i	i	-2.5	i	-9	i	i	i	-11
C[C@@H](CSc1ccccc1)CN1CC[C@H](O)CCC1=O	i	i	i	i	-0.1	i	-2	i	i	i	6
CCOc1ccc2nc(NC(=O)/C=C/c3ccc4c(c3)OCO4)sc2c1	i	i	i	i	0.2	i	-16	i	i	i	-4
CN1CCN(CC(=O)Nc2ccc(OCc3ccccc3)cc2)CC1	i	i	i	i	0.7	i	1	i	i	i	2
Cc1cc(OCC(=O)Nc2sc3c(c2C#N)CC(C)(C)NC3(C)C)c(C(C)C)cc1Cl	i	i	i	i	-2.4	i	10	i	i	i	9
O=C(Nc1cccnc1)c1ccc(N2CCCC2)c([N+](=O)[O-])c1	i	i	i	i	0.9	i	22	i	i	i	2
COC(=O)N1[C@H](C)C=C[C@]1(Cc1ccccc1)C(=O)OC	i	i	i	i	0.0	i	-1	i	i	i	0
C=C(C)C1CC=C(C)/C(=N/NC(=O)C2CC2c2ccccc2)C1 (centres undefined)	i	i	i	i	0.0	i	9	i	i	i	-3
N#C/C(=C\c1ccccc1C(=O)O)c1nc2ccccc2[nH]1	i	i	i	i	-0.6	i	9	i	i	i	-1
Cc1ccc(NS(=O)(=O)c2ccc(C(C)(C)C)cc2)cn1	i	i	i	i	2.0	i	-4	i	i	i	-5
CCCN1C(=O)/C(=C/c2ccc(OCC(=O)OCC)cc2)NC1=S	.	i	i	.	-0.7	i	8	.	i	i	-4
CCCOc1ccc(C(=O)CCC(=O)OCC(=O)N(C)c2c(N)n(Cc3ccccc3)c(=O)[nH]c2=O)cc1	i	i	i	i	-0.3	i	-5	i	i	i	-4
O=C(COc1ccc([N+](=O)[O-])cc1Cl)NCCc1ccccc1	9*	i	i	i	0.1	i	1	i	i	i	4

A different layout for part of the listing above.
Under each structure: MrgX1 allo act, TRPC6 inhibitor, TRPC4 block, MrgX1 antagonist, HIF activator, RGS4 pot, SKKanGAS inh, MrgX1 agonist, RGS4 inh, TRPC6 act, Platelet DG rel
- C/C(=N\Nc1nc2ccccc2nc1C)c1ccccc1O
→ i, i, i, i, 0.9, i, 13, i, i, i, 13
- COc1ccccc1Cn1c(=S)[nH]c2ccc(F)cc2c1=O
→ i, i, i, i, -0.4, i, 3, i, i, i, -4

Next entries follow:
SMILES	MrgX1 allo act	TRPC6 inhibitor	TRPC4 block	MrgX1 antagonist	HIF activator	RGS4 pot	SKKanGAS inh	MrgX1 agonist	RGS4 inh	TRPC6 act	Platelet DG rel
CCOc1ccc(OCC(=O)Nc2ccc(S(N)(=O)=O)cc2)cc1	i	i	i	i	0.1	i	4	i	i	i	-7
CCOc1ccc(S(=O)(=O)Nc2nc3ccc(OC)cc3s2)cc1	i	i	i	i	-0.4	i	2	i	i	i	4
CCCNC(=O)COc1ccccc1[N+](=O)[O-]	i	i	i	i	1.2	i	-9	i	i	i	-15
COc1ccc(/C=C2/SC(=O)N(CCC(=O)Nc3ccc(S(=O)(=O)Nc4nccs4)cc3)C2=O)cc1	i	i	i	i	1.6	i	31	i	i	i	-14
O=C(c1cc(-c2ccccc2Cl)on1)N1CCCC1	i	i	i	i	-13	i	-17	i	i	i	-3
CC(=O)N1CCc2cc(S(=O)(=O)NCc3ccc(C)cc3)ccc21	i	i	i	i	-1.5	i	-5	i	i	i	11
CCn1c(=O)c(=O)[nH]c2c(=O)oc3ccc(S(=O)(=O)Nc4ccc(OC)cc4)cc3c21	i	i	i	i	-0.2	i	4	i	i	i	-40
C#CC[N+]1(CC#Cc2ccccc2)CCCCC1	i	i	i	i	-0.6	i	-1	i	i	i	-2
O=C(CNCc1ccc(F)cc1)Nc1ccccc1-c1ccccc1	i	i	i	i	-2.4	i	3	i	i	i	16
C/C=C/C=C/C(=O)[C@@H]1[C@@H]([C@]2(C)OC(=O)C(C)=C2O)[C@H]2/C(=C(O)/C=C/C=C/C)C(=O)[C@]1(C)C(=O)C2(C)O (some centres undefined)	i	i	i	i	0.3	i	0	i	i	i	-2
COc1cc(C)c(S(=O)(=O)NOCc2ccccc2)c(C)c1C	i	i	i	i	0.8	i	12	i	i	i	-13
CCC(C)c1c(O)nc(SCC(=O)N2CCOCC2)[nH]c1=O (centres undefined)	i	i	i	i	0.4	i	-17	i	i	i	8
CSc1nc2nc3c(cc2c(=O)n1-c1ccccc1)COC(C)(C)C3	i	i	i	i	-0.2	i	-11	i	i	i	-8
COc1ccccc1Nc1nc(Cl)nc(NC(C)(C)C)n1	i	i	i	i	-0.8	i	0	i	i	i	2
CCC(C(=O)Nc1ccccc1Cl)n1nc(C)c2c(C)n(-c3ccccc3)nc2c1=O (centres undefined)	i	i	i	i	0.4	i	-3	i	i	i	7
CCN1CCN(CC(=O)N2N=C(c3ccc(OC)cc3)CC2c2ccc(OC)cc2)C(=O)C1=O (centres undefined)	i	i	i	i	0.2	i	2	i	i	i	0
COc1ccc(-c2c(O)c(C#N)c(-c3ccccc3)n(-c3ccc(OC)cc3)c2=O)cc1	i	i	i	i	1.2	i	14	i	i	i	-8
CCOC(=O)c1ccc(N/C=C2\CCCCC2=O)cc1	i	i	i	i	1.9	i	-1	i	i	i	13
COCC1CCN(C(=O)c2cc(COc3ccc(OC)c4ccccc34)on2)C1 (centres undefined)	i	i	i	i	0.7	i	-10	i	i	i	-4
COc1ccc2nc(C)cc(SCC(=O)Nc3c(C)cc(C)cc3C)c2c1	i	i	i	i	-0.5	i	4	i	i	i	-4
Oc1ccc(N2CCN(C(c3ccncc3)c3nnnn3C3CCCC3)CC2)cc1 (centres undefined)	i	i	i	-8.1*	-2.4	i	4	i	i	i	-1
N#Cc1c(NC(=O)c2ccc(Br)o2)n(-c2ccccc2)c2nc3ccccc3nc12	i	i	i	i	-0.1	i	8	i	i	i	-3
CCOc1ccccc1NC(=O)NNC(=O)CCc1ccc(OC)cc1	i	i	i	i	-0.6	i	3	i	i	i	9
Cc1ccc2nc3c(cc2c1)c(NC(=O)c1cccnc1)nn3C	i	i	i	i	0.0	i	-7	i	i	i	-3
CC(C)CC(NC(=O)OC(C)(C)C)C(=O)O (centres undefined)	i	i	i	i	-0.2	i	-4	i	i	i	7
CCn1c(=O)n(-c2ccc(Cl)cc2)c(=O)c2c3c(sc21)COC(C)(C)C3	i	i	i	i	0.4	i	8	i	i	i	4

Screening data deposited in PubChem BioAssay by several laboratories.
